# NSD2 block – inhibitors of human NSD2, primary screen, biochemical, plate reader, single point; NSD2-SET H3K36me1 DELFIA fluorescence; inhibition, % at 12.5 µM; 44,000 tested, 0.07% active; AID 624260, 2012; in the data active = inhibition above about 54%, passing the limit was not always enough; inconclusive = no clear call, values can overlap the other calls;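 also: inhibitors reduce the monomethyl H3K36 fluorescence signal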
# Target sequence (O96028 whole entry, looked up): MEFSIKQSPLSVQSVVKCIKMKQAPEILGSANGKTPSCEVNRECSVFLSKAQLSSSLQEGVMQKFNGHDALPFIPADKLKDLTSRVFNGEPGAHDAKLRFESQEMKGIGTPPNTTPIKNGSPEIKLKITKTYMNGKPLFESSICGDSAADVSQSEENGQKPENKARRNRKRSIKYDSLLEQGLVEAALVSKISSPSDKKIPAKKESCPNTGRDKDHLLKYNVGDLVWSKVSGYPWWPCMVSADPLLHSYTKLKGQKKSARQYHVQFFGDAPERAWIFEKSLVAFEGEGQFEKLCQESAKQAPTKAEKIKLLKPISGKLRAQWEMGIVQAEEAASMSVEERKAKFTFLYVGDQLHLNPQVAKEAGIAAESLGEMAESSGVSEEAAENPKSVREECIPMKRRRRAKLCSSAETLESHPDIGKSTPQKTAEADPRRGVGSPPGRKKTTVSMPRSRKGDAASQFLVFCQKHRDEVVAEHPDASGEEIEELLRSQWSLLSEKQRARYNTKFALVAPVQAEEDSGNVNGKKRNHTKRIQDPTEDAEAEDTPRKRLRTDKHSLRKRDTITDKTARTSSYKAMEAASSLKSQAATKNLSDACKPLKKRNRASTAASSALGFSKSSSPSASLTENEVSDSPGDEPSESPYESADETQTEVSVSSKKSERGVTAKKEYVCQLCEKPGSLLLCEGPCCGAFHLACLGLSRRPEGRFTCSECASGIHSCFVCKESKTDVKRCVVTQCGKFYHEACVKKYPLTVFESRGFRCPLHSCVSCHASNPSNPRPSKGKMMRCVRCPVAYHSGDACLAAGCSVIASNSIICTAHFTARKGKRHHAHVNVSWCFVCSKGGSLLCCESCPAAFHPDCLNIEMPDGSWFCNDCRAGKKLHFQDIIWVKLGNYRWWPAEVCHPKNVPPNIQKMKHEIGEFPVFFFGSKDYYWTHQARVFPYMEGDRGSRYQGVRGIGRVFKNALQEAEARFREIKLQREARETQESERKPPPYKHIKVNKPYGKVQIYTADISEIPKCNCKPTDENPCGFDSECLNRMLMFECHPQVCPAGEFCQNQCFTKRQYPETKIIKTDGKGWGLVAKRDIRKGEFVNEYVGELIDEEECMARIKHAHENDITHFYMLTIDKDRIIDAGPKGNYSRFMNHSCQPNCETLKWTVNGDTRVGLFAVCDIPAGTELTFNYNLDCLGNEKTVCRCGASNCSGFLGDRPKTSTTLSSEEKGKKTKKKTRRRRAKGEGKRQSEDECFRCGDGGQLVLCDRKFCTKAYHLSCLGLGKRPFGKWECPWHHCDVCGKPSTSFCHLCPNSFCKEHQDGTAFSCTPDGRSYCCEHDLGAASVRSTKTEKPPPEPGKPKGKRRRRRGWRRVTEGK
# * hit, by the source's call; ? = inconclusive. Not all compounds are listed; count on the stated rates, not on these rows.
molecule	NSD2 block
C/C=C1\C(OC2OC(CO)C(O)C(O)C2O)OC=C(C(=O)OC)C1CC(=O)OCC1C(C)C(OC(=O)CC2C(C(=O)OC)=COC(OC3OC(CO)C(O)C(O)C3O)/C2=C\C)CC1C(CO)CO (stereo not drawn)	8
C[C@H](CO)N1C[C@H](C)[C@H](CN(C)C(=O)Nc2ccc3c(c2)OCO3)OCCCC[C@H](C)Oc2ccc(NC(=O)CCC(F)(F)F)cc2C1=O	0
C[C@H](CO)N1C[C@H](C)[C@H](CN(C)C(=O)Cc2ccccc2)Oc2ncc(C#CC3(O)CCCC3)cc2C1=O	-1
O=C(CCCCC(=O)N/N=C/c1ccc(O)c(O)c1O)NO	41
C[C@@H]1CN([C@H](C)CO)C(=O)CCCn2nncc2CO[C@H]1CN(C)Cc1ccc(O)cc1	-2
CNC[C@H]1Oc2ccc(N(C)C)cc2CC(=O)N([C@@H](C)CO)C[C@H]1C	-1
COCC#Cc1ccc2c(c1)O[C@@H](CN(C)Cc1ccc(F)cc1)[C@H](C)CN([C@H](C)CO)S2(=O)=O	-3
Cc1noc(C)c1NC(=O)Nc1ccc2c(c1)CC(=O)N([C@H](C)CO)C[C@H](C)[C@@H](CN(C)Cc1ccc(Oc3ccccc3)cc1)O2	12
CC1CCC2(C(=O)OC3OC(CO)C(O)C(O)C3O)CCC3(C(=O)O)C(=CCC4C5(C)CCC(O)C(C)(C)C5CCC43C)C2C1C (stereo not drawn)	-5
CCC(=O)N(C)C[C@@H]1Oc2cc(C#CCOC)ccc2S(=O)(=O)N([C@@H](C)CO)C[C@@H]1C	5
C[C@@H]1CN([C@@H](C)CO)C(=O)Cc2cc(NC(=O)c3ccncc3)ccc2O[C@@H]1CN(C)CC1CC1	3
C[C@@H]1CN([C@@H](C)CO)C(=O)c2cc(NS(=O)(=O)c3ccc(Cl)cc3)ccc2O[C@@H](C)CCCCO[C@@H]1CN(C)C(=O)Nc1ccccc1	5
Cc1cccc(OC(=O)C(Cc2ccccc2)N2C(=O)C3C4CCC(C4)C3C2=O)c1C (stereo not drawn)	11
C[C@@H]1CCCCO[C@H](CN(C)C(=O)C2CCCCC2)[C@@H](C)CN([C@@H](C)CO)C(=O)c2cc(NS(C)(=O)=O)ccc2O1	-4
COc1ccc(S(=O)(=O)Nc2ccc3c(c2)C(=O)N([C@@H](C)CO)C[C@H](C)[C@H](CN(C)S(=O)(=O)c2ccc(Cl)cc2)OCCCC[C@H](C)O3)cc1	2

# A draw from above in order of SMILES length, high to low:
molecule	NSD2 block
C[C@@H]1CN([C@@H](C)CO)C(=O)c2cc(NS(=O)(=O)c3ccc(Cl)cc3)ccc2O[C@@H](C)CCCCO[C@@H]1CN(C)C(=O)Nc1ccccc1	5
C[C@H](CO)N1C[C@H](C)[C@H](CN(C)C(=O)Nc2ccc3c(c2)OCO3)OCCCC[C@H](C)Oc2ccc(NC(=O)CCC(F)(F)F)cc2C1=O	0
Cc1noc(C)c1NC(=O)Nc1ccc2c(c1)CC(=O)N([C@H](C)CO)C[C@H](C)[C@@H](CN(C)Cc1ccc(Oc3ccccc3)cc1)O2	12

# A different layout for part of the listing above.
> C[C@@H]1CN([C@H](C)CO)C(=O)CCCn2nncc2CO[C@H]1CN(C)Cc1ccc(O)cc1
  NSD2 block = -2

> C[C@@H]1CN([C@@H](C)CO)C(=O)c2cc(NS(=O)(=O)c3ccc(Cl)cc3)ccc2O[C@@H](C)CCCCO[C@@H]1CN(C)C(=O)Nc1ccccc1
  NSD2 block = 5

> O=C(CCCCC(=O)N/N=C/c1ccc(O)c(O)c1O)NO
  NSD2 block = 41

# Continuation:
molecule	NSD2 block
Cc1ccc(S(=O)(=O)Nc2ccc3c(c2)CC(=O)N([C@@H](C)CO)C[C@H](C)[C@H](CN(C)S(=O)(=O)c2ccc(C)cc2)O3)cc1	-1
C[C@H]1CN([C@@H](C)CO)C(=O)c2cc(-c3ccccc3F)cnc2O[C@H]1CN(C)C(=O)NC1CCCCC1	-3
CN(C)c1ccc2c(c1)[C@@H]1C[C@@H](CC(=O)N3CCc4ccccc4C3)O[C@@H](CO)[C@@H]1O2	7
Cc1noc(C)c1S(=O)(=O)Nc1ccc2c(c1)CC(=O)N([C@@H](C)CO)C[C@H](C)[C@H](CN(C)C(=O)Nc1ccc3c(c1)OCO3)O2	1
C[C@H](CO)N1C[C@H](C)[C@H](CN(C)S(=O)(=O)c2ccc(F)cc2)Oc2ccc(NC(=O)Nc3ccccc3)cc2C1=O	-6
CCCC#Cc1ccc2c(c1)O[C@H](CN(C)C(C)=O)[C@@H](C)CN([C@@H](C)CO)S2(=O)=O	4
C[C@H]1CN([C@@H](C)CO)C(=O)Cc2cc(NS(C)(=O)=O)ccc2O[C@@H]1CN(C)S(C)(=O)=O	-1
CC(C)NC(=O)Nc1ccc2c(c1)C(=O)N([C@@H](C)CO)C[C@@H](C)[C@H](CN(C)C(=O)C1CCCCC1)OCCCC[C@@H](C)O2	0
C[C@@H]1CN([C@@H](C)CO)S(=O)(=O)c2ccc(-c3ccncc3)cc2O[C@H]1CN(C)C(=O)CC1CC1	-8
C[C@@H]1CN([C@H](C)CO)C(=O)Cc2cc(NC(=O)Cc3cn(C)c4ccccc34)ccc2O[C@H]1CN(C)S(=O)(=O)c1ccccc1	-5
C[C@@H]1CCCCO[C@H](CN(C)Cc2ccc3c(c2)OCO3)[C@H](C)CN([C@H](C)CO)C(=O)c2cc(NC(=O)Nc3ccc4c(c3)OCO4)ccc2O1	4
CC(=O)N(C)C[C@@H]1Oc2ncc(-c3ccccc3F)cc2C(=O)N([C@@H](C)CO)C[C@@H]1C	6
CC(=O)N(C)C[C@@H]1Oc2cc(-c3ccc(C#N)cc3)ccc2S(=O)(=O)N([C@@H](C)CO)C[C@@H]1C	0
Cc1noc(C)c1S(=O)(=O)N(C)C[C@H]1Oc2ccc(NS(=O)(=O)c3ccc(Cl)cc3)cc2C(=O)N([C@@H](C)CO)C[C@H]1C	6
CC(C)NC(=O)N(C)C[C@@H]1OCCCC[C@@H](C)Oc2ccc(NC(=O)CCCN(C)C)cc2C(=O)N([C@@H](C)CO)C[C@@H]1C	-6
C[C@@H]1CN([C@@H](C)CO)C(=O)c2cc(NS(C)(=O)=O)ccc2O[C@@H]1CN(C)C	-1
C[C@H](CO)N1C[C@H](C)[C@@H](CN(C)S(C)(=O)=O)Oc2ccc(NC(=O)CCCCCC(=O)Nc3ccccc3N)cc2CC1=O	-4
C[C@H]1CN([C@@H](C)CO)C(=O)c2c(c3ccccc3n2C)-c2ccccc2CO[C@H]1CN(C)S(C)(=O)=O	0
Cc1ccc(S(=O)(=O)N(C)C[C@@H]2Oc3c(NC(=O)C4CCCCC4)cccc3C(=O)N([C@@H](C)CO)C[C@H]2C)cc1	3
C[C@@H]1CCCCO[C@@H](CN(C)C(=O)Nc2ccc3c(c2)OCO3)[C@@H](C)CN([C@@H](C)CO)C(=O)c2cc(NC(=O)NC3CCCCC3)ccc2O1	-3
C[C@H]1CN([C@@H](C)CO)S(=O)(=O)c2ccc(C#Cc3cccc(F)c3)cc2O[C@H]1CN(C)S(=O)(=O)c1cn(C)cn1	-4
CC(C)NC(=O)N(C)C[C@@H]1Oc2c(NS(=O)(=O)c3ccc(Cl)cc3)cccc2C(=O)N([C@H](C)CO)C[C@@H]1C	-4
C[C@@H]1CN([C@H](C)CO)C(=O)c2cc(NS(=O)(=O)c3cn(C)cn3)ccc2O[C@@H]1CN(C)Cc1ccc(C(F)(F)F)cc1	7
C[C@@H]1CN([C@H](C)CO)C(=O)Cc2cc(NS(=O)(=O)c3ccc(Cl)cc3)ccc2O[C@H]1CN(C)Cc1ccncc1	0
O=C(Cc1ccccc1)N[C@@H]1CC[C@H](CC(=O)N2CCCCC2)O[C@H]1CO	1
CN(C)C(=O)C[C@H]1C[C@H]2c3cc(NC(=O)c4ccc5c(c4)OCO5)ccc3O[C@H]2[C@@H](CO)O1	-4
CCO[C@H]1OC(C(=O)Nc2ccccc2)=C[C@@H](c2cn(C(C)=O)c3ccccc23)[C@@H]1CCCO	-2
C[C@H]1CN([C@@H](C)CO)C(=O)c2cc(NC(=O)Nc3ccc(F)cc3)ccc2O[C@H]1CN(C)C(=O)Nc1ccccc1	0
C[C@@H]1CN([C@H](C)CO)C(=O)c2cc(-c3ccccc3)cnc2O[C@H]1CN(C)Cc1ccc(C(=O)O)cc1	-4
Cc1noc(C)c1S(=O)(=O)Nc1ccc2c(c1)C(=O)N([C@H](C)CO)C[C@H](C)[C@H](CN(C)S(=O)(=O)c1cn(C)cn1)O2	19
C[C@@H]1CN([C@@H](C)CO)S(=O)(=O)c2ccc(-c3ccncc3)cc2O[C@H]1CN(C)Cc1ccccn1	-1
O=C(Nc1ccc2c(c1)[C@@H]1C[C@H](CC(=O)N3CCOCC3)O[C@@H](CO)[C@@H]1O2)c1ccc2c(c1)OCO2	-1
C[C@@H]1CN([C@@H](C)CO)C(=O)Cc2cc(NC(=O)CCC(F)(F)F)ccc2O[C@H]1CN(C)C(=O)Nc1ccc(C(F)(F)F)cc1	1
CC(C)NC(=O)N(C)C[C@H]1Oc2cc(-c3ccncc3)ccc2S(=O)(=O)N([C@@H](C)CO)C[C@H]1C	-4
COc1ccc(NC(=O)Nc2ccc3c(c2)C(=O)N([C@@H](C)CO)C[C@H](C)[C@@H](CN(C)C(=O)Nc2ccc(OC)cc2)O3)cc1	1
C[C@@H]1CN([C@H](C)CO)C(=O)c2cc(NC(=O)c3ccncc3)ccc2O[C@@H]1CN(C)Cc1ccncc1	21
Cc1ccc(S(=O)(=O)Nc2ccc3c(c2)C(=O)N([C@@H](C)CO)C[C@H](C)[C@@H](CN(C)S(=O)(=O)c2cn(C)cn2)O3)cc1	1
CCCCCC1C(=O)O/C(=C\C(=O)O)C1=O (stereo not drawn)	-2
COc1ccc(S(=O)(=O)N(C)C[C@@H]2Oc3ncc(C#CCN(C)C)cc3C(=O)N([C@H](C)CO)C[C@@H]2C)cc1	3
O=C(/C=C/c1ccc(O)c(O)c1)O[C@@H]1C[C@](O)(C(=O)O)C[C@@H](O)[C@H]1O	0
COc1ccc(S(=O)(=O)Nc2cccc3c2O[C@@H](CN(C)C(=O)NC(C)C)[C@H](C)CN([C@@H](C)CO)C3=O)cc1	-2
C[C@@H]1CN([C@H](C)CO)S(=O)(=O)c2ccc(-c3cccc(F)c3)cc2O[C@@H]1CN(C)S(C)(=O)=O	6
c1coc(-c2cn3ccc4ccccc4c3n2)c1	-5
COc1cc(-c2ccccn2)nc(/C=N/O)c1S(C)=O (stereo not drawn)	1
C=CCNC(=O)[C@H]1[C@@H]2C(=O)O[C@@H](c3ccccc3)[C@@H](c3ccccc3)N2[C@@H](c2ccccc2OCCO)[C@]12C(=O)Nc1ccc(C#CCCO)cc12	-5
CCC(=O)N(C)C[C@@H]1Oc2ncc(-c3ccccc3C)cc2C(=O)N([C@H](C)CO)C[C@@H]1C	10
CNC[C@@H]1Oc2ccc(NC(=O)Nc3ccc(F)cc3)cc2CC(=O)N([C@H](C)CO)C[C@H]1C	9
C[C@@H]1CN([C@@H](C)CO)C(=O)c2cccc(NS(=O)(=O)c3ccc(Cl)cc3)c2O[C@H]1CN(C)Cc1ccc(-c2ccccc2)cc1	2
CCC(=O)N(C)C[C@H]1Oc2cc(C#CCC(C)C)ccc2S(=O)(=O)N([C@@H](C)CO)C[C@H]1C	2
C[C@H](CO)N1C[C@H](C)[C@@H](CN(C)Cc2ccc(C(=O)O)cc2)Oc2ccc(NS(=O)(=O)c3cccs3)cc2C1=O	-4
COc1ccc(NC(=O)N(C)C[C@H]2Oc3ccc(NC(=O)NC(C)C)cc3CC(=O)N([C@H](C)CO)C[C@@H]2C)cc1	-2
C[C@@H]1CN([C@H](C)CO)S(=O)(=O)c2ccc(C3=CCCC3)cc2O[C@H]1CN(C)C(=O)C1CCC1	-4
O=C(O)CCCCCCC(=O)N/N=C/c1ccccc1[N+](=O)[O-]	-2
C[C@H](CO)N1C[C@H](C)[C@@H](CN(C)S(=O)(=O)c2ccc(Cl)cc2)Oc2c(NS(C)(=O)=O)cccc2C1=O	1
Fc1ccc(Cn2ccnc2-c2ccc(C(F)(F)F)cc2)cc1	-6
C[C@H]1CN([C@@H](C)CO)S(=O)(=O)c2ccc(-c3ccccc3F)cc2O[C@@H]1CN(C)C	4
CC(C)NC(=O)Nc1ccc2c(c1)C(=O)N([C@@H](C)CO)C[C@@H](C)[C@@H](CN(C)S(=O)(=O)c1ccccc1)O2	-3
COC(=O)C1=C/C(C)=C\C(C)N(Cc2ccc(OC)cc2)/C=C\1C(=O)OC (stereo not drawn)	4
O=C(C[C@H]1C[C@H]2c3cc(NC(=O)c4cccnc4)ccc3O[C@H]2[C@@H](CO)O1)NCc1cccc(F)c1	-6
COc1cccc(-c2cnc3c(c2)C(=O)N([C@@H](C)CO)C[C@@H](C)[C@H](CN(C)C(=O)CN(C)C)O3)c1	8

# Next section
molecule	NSD2 block
C[C@@H]1CN([C@H](C)CO)C(=O)c2cc(NC(=O)Cc3ccccc3)ccc2O[C@H]1CN(C)C(=O)Nc1ccc(F)cc1	16
COc1ccc(S(=O)(=O)Nc2ccc3c(c2)CC(=O)N([C@H](C)CO)C[C@H](C)[C@H](CN(C)S(=O)(=O)c2ccc(OC)cc2)O3)cc1	?
O=C(NCc1ccccc1)C1=C[C@H](C2CC2)C[C@H](OCCCCO)O1	-4
C[C@@H]1CN([C@H](C)CO)C(=O)c2cc(NC(=O)CCCN(C)C)ccc2O[C@@H]1CN(C)Cc1ccc(C(F)(F)F)cc1	9
COc1ccc(CN(C)C[C@@H]2Oc3c(NC(=O)c4nc5ccccc5s4)cccc3C(=O)N([C@@H](C)CO)C[C@H]2C)cc1	-2

# Reprinted at random: two compounds from above
molecule	NSD2 block
O=C(NCc1ccccc1)C1=C[C@H](C2CC2)C[C@H](OCCCCO)O1	-4
C[C@@H]1CN([C@H](C)CO)C(=O)c2cc(NC(=O)Cc3ccccc3)ccc2O[C@H]1CN(C)C(=O)Nc1ccc(F)cc1	16

# High-throughput results: PubChem BioAssay, Broad Institute
